NPC1 promoter act: qHTS Assay for NPC1 Promoter Activators | Huh7 NPC1 promoter luciferase reporter, 24 h | Potency, µM (top dose mostly 9.22 µM), without a hit: at the top dose activation, actives largely listed as activators | actives 2.4% (n = 320,000);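 note: % of control where 0% means no effect; nearly all actives have a fitted effect of over 60% in size; reporter is driven by a mutant NPC1 promoter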
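Huh7 reporter cells (NPC1 promoter driving luciferase) are dosed with compound for 24 h at 37 °C, 5% CO2; luciferase detection reagent is then added and luminescence measured after 10 min at ambient temperature.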
uPA generation: qHTS for Inhibitors of Cell Surface uPA Generation; actives 0.31% (n = 330,000); Potency, µM (titrated, usually from 38.3 µM), for inactives: top-dose activity change, negative = inhibition, usual class: inhibitors; cell surface uPA generation assay, qHTS; AID 540303, 2011; active = well fitted inhibition curve with a large enough effect; inconclusive = small, poorly fitted or top-dose-only effect; inactive = no such curve, though single readings can be large or run the other way; tested in mouse RAW 264.7 cells; note: % is set by controls: 0 for no effect and ±100 for the full control effect; nearly all actives have a fitted effect of over 55% in size
MBNL1 CUG block: qHTS Assay for Inhibitors of MBNL1-poly(CUG) RNA binding; Muscleblind-like protein 1 (Homo sapiens), Q9NR56; TR-FRET MBNL1-His/biotin-(CUG)12 binding, 665/545 ratio; Potency, µM (titrated, usually from 57.5 µM), for inactives: at the top dose activity change, negative = inhibition, hits mostly inhibitors; actives 0.036% (n = 280,000); AID 2675, 2010; active = well fitted inhibition curve with a large enough effect in the signal ratio, with a control signal flat, not every such curve was filed as active; inconclusive = small, poorly fitted or top-dose-only effect, or effect the other way, or a change in a side signal; inactive = no such curve, though single readings can be large or run the other way; the % refers to the signal ratio; note: % is set by controls: 0 for no effect and ±100 for the full control effect
Target sequence (Q9NR56 whole entry, looked up): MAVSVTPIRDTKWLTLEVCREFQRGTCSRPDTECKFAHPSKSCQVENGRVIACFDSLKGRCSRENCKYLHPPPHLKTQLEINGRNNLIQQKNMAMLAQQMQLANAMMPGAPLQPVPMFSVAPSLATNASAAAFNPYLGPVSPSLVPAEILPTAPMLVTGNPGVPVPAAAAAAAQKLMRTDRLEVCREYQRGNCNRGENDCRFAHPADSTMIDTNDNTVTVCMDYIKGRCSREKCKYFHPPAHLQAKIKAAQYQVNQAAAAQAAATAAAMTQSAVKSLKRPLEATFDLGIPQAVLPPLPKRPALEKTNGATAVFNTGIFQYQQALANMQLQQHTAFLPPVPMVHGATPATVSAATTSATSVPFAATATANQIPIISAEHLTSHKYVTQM
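Compound titration spanned 92 nM–58 uM against the MBNL1-His/biotin-(CUG)12 complex. After 60 min at room temperature with 5 nM streptavidin-XL665 and 0.055 ng/ul terbium anti-His, ratiometric 665/545 nm emission (Ex 340 nm) normalized to controls.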
VP16 counter: VP16 counterscreen qHTS for inhibitors of ROR gamma transcriptional activity. Drosophila S2 Gal4-VP16 UAS-luciferase, luminescence, 20 h. Potency, µM (series often up to 53.6 µM), for inactives: top-dose activity, negative = inhibition, hits mostly inhibitors. actives 3.5% (n = 310,000);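 note: Gal4-VP16 expression switched on by copper sulfate through the metallothionein promoter; % is set by controls: 0 for no effect and ±100 for the full control effect; nearly all actives have a fitted effect of over 50% in size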
ELG1 genotox: qHTS screen for small molecules that induce genotoxicity in human embryonic kidney (HEK293T) cells expressing luciferase-tagged ELG1. HEK293T ELG1-luciferase reporter, luminescence, 16 h. Potency, µM (series often up to 46 µM), inactives show at the highest dose activity change, positive = activation, hits mostly activators. actives 1.3% (n = 330,000); note: % of control where 0% means no effect; nearly all actives have a fitted effect of over 60% in size
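Genotoxicity was scored as increased ELG1-luciferase reporter signal, measured by ONE-Glo luminescence (30 min, room temperature). Compound or vehicle exposure of the HEK293T reporter cells lasted 16 hr at 37°C.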
Rab9 promoter act: qHTS Assay for Rab9 Promoter Activators; Huh7 Rab9 promoter-luciferase reporter, luminescence, 24 h; AID 485297, 2010; actives 2.8% (n = 320,000); Potency, µM (highest dose often 9.22 µM), for the others: top-dose activation, negative = inhibition, actives largely listed as activators; note: % of control where 0% means no effect; nearly all actives have a fitted effect of over 60% in size
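Luciferase signal after 10 min detection reagent at ambient indicates Rab9 promoter upregulation; stably transfected Huh7 cells were treated 24 h with compound in DMSO at 37 °C, 5% CO2.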
p53 reactivator: qHTS assay for re-activators of p53 using a Luc reporter. H1299 p53-A138V BP100-luciferase reporter, luminescence, 24 h. Potency, µM (doses to about 92.2 µM), without a hit: top-dose activity change, positive = activation, usual class: activators. actives 0.063% (n = 320,000); note: % of control where 0% means no effect; nearly all actives have a fitted effect of over 45% in size
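p53-null H1299 cells stably carrying temperature-sensitive p53-A138V and a BP100-luciferase reporter were pinned with compounds (4-point, 1:5 series) and held 24 hrs at 37 deg C. Luminescence was read 10 min after detection reagent.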
BRCA1 expr up: qHTS Assay to Identify Small Molecule Activators of BRCA1 Expression. MCF7-BRCA1-FFLuc reporter, luminescence, 48 h; response scale: scaled: vehicle 0%, 10 µM genistein 100%. Potency, µM (titrated, usually from 46.1 µM), for the others: at the top dose activation, most hits filed as activators. actives 1.1% (n = 380,000); note: nearly all actives have a fitted effect of over 80% in size; some results filed as inactive show a strong effect at the top dose
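Luminescence from a BRCA1-driven firefly luciferase in MCF7 cells was read after 48 h compound exposure at 37 C. Data normalized against DMSO and a 10microM genistein activation control, then curve-fitted across the titration.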
RORgamma inh: qHTS for inhibitors of ROR gamma transcriptional activity | Drosophila S2 Gal4-RORgamma UAS-luciferase reporter, 20 h | AID 2551, 2010 | actives 5.4% (n = 310,000) | Potency, µM (highest dose often 53.6 µM), for inactives: at the highest dose activity change, negative = inhibition, usual class: inhibitors; note: % is set by controls: 0 for no effect and ±100 for the full control effect; nearly all actives have a fitted effect of over 60% in size
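Stable Schneider cell line, Gal4 DNA-binding domain fused to ROR gamma, UAS-luciferase. Cmpd 1 hr RT → CuSO4 700 uM final → 20 hr RT → luciferase reagent 10 min → luminescence.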
FLuc modulator: qHTS profiling assay for firefly luciferase inhibitor/activator using purifed enzyme and Km concentrations of substrates (counterscreen for miR-21 project). purified FLuc, Km substrates, luminescence inhibition. actives 6.9% (n = 360,000). AID 588342, 2011. Potency, µM (doses to about 57.5 µM), for inactives: top-dose activity change, negative = inhibition, most hits filed as inhibitors;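 note: plate controls were vehicle for no effect and reference inhibitor for full effect; nearly all actives have a fitted effect of over 55% in size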
Target sequence (P08659 whole entry, looked up): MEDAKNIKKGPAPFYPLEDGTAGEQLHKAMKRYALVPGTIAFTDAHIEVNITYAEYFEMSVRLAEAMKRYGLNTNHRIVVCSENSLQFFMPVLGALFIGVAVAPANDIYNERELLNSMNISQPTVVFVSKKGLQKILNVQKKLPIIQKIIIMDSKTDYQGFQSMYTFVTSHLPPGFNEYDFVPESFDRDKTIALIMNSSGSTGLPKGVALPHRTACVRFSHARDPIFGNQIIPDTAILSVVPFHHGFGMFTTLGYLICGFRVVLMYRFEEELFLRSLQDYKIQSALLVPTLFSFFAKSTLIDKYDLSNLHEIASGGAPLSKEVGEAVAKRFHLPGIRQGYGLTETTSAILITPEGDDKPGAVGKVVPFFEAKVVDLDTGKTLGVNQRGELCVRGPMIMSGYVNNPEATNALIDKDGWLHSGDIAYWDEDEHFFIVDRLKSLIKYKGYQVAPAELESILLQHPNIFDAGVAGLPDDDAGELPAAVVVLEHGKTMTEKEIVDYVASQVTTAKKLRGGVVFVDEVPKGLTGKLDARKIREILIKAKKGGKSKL
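Purified P. pyralis luciferase, 10 nM final, with Km-level 10 uM D-luciferin and 10 uM ATP in 50 mM Tris acetate pH 7.5, 10 mM Mg acetate, 0.01% Tween-20, 0.05% BSA; 6-point qHTS titration about 60 µM downward; luminescence read.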
MLL CXXC-DNA inh: qHTS Fluorescence Polarization Assay for Inhibitors of MLL CXXC domain - DNA interaction. actives 0.037% (n = 290,000). MLL-CXXC / FITC-HOXA9 DNA fluorescence polarization. Histone-lysine N-methyltransferase 2A (Homo sapiens), Q03164. Potency, µM (series often up to 115 µM), without a hit: top-dose activity change, negative = inhibition, actives largely listed as inhibitors. AID 2662, 2010; active = well fitted inhibition curve with a large enough effect in the polarisation, with a control signal flat, not every such curve was filed as active; inconclusive = small, poorly fitted or top-dose-only effect, or effect the other way, or a change in a side signal; inactive = no such curve, though single readings can be large or run the other way; the % refers to the polarisation
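Fluorescence polarization: 7 uM MLL-CXXC (stock) preincubated 5 min with compounds, then 50 nM fluorescein-HOX-A9 DNA (stock) added; 30 min ambient. Buffer 50 mM Tris-HCl pH 7.5, 50 mM NaCl, 1 mM DTT, 0.05% BSA.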
* hit, by the source's call; [ ] = another dose, or the depositor's remark. Unless noted, calls come from the whole dose curve; as a rule, active = well fitted curve in the direction sought with a large enough effect; inconclusive = small, poorly fitted or top-dose-only effect, or another doubt; inactive = no such curve, though single readings can be large; an effect the other way counts as inactive or inconclusive. Potency is the fitted concentration of half-maximal effect. Not all compounds are listed, so the mix of outcomes need not match the whole.

Screening Cc1ccc(Nc2nc(N)c([N+](=O)[O-])c(N3CCOCC3)n2)cc1 returned NPC1 promoter act -4%, uPA generation 12%, MBNL1 CUG block -4%, VP16 counter -7%, ELG1 genotox -1%, Rab9 promoter act -2%, p53 reactivator -6%, BRCA1 expr up -14%, RORgamma inh 6%, FLuc modulator 1% and MLL CXXC-DNA inh 11%.
For Cc1ccccc1OCC(=O)Nc1ccc(Cc2ccncc2)cc1 the results were NPC1 promoter act 5%, uPA generation -15%, VP16 counter 10µM*, ELG1 genotox 5%, Rab9 promoter act 0%, p53 reactivator 11%, BRCA1 expr up 3%, RORgamma inh inconclusive, FLuc modulator -11% and MLL CXXC-DNA inh 16%.
For Cc1cc(C)n(CC(=O)c2ccc(Br)cc2)c(=O)c1C#N the results were NPC1 promoter act 2%, MBNL1 CUG block -2%, VP16 counter 7%, ELG1 genotox 2%, Rab9 promoter act -5%, p53 reactivator -1%, BRCA1 expr up -6%, RORgamma inh 20%, FLuc modulator 8% and MLL CXXC-DNA inh 1%.
CCCCSc1nc(CCC)cc(=O)[nH]1 was read as NPC1 promoter act -5%, uPA generation -3%, MBNL1 CUG block -1%, VP16 counter 19%, ELG1 genotox 2%, Rab9 promoter act 1%, p53 reactivator 0%, BRCA1 expr up 3%, RORgamma inh 3%, FLuc modulator 0% and MLL CXXC-DNA inh 0%.
For O=C(CC(=O)NCc1ccc(Cl)cc1)NCc1ccccc1 the results were NPC1 promoter act 2%, uPA generation 6%, MBNL1 CUG block 2%, VP16 counter 5%, ELG1 genotox -3%, Rab9 promoter act 1%, p53 reactivator 0%, BRCA1 expr up 4%, RORgamma inh 14%, FLuc modulator 2% and MLL CXXC-DNA inh -13%.
For O=C(COc1ccccc1)Nc1ccc(OC(F)(F)C(F)F)c(NC(=O)COc2ccccc2)c1 the results were NPC1 promoter act 13%, uPA generation 3%, MBNL1 CUG block -9%, VP16 counter 6%, ELG1 genotox 6%, Rab9 promoter act 2%, p53 reactivator -1%, BRCA1 expr up 24%[1.84 µM], RORgamma inh -8%, FLuc modulator 3% and MLL CXXC-DNA inh 8%.
For Cc1ccc2oc(Nc3nc(-c4ccccc4)cc(=O)[nH]3)nc2c1 the results were NPC1 promoter act 20%, uPA generation -16%, MBNL1 CUG block 4%, VP16 counter -14%, ELG1 genotox 21µM*, Rab9 promoter act inconclusive, p53 reactivator 14%, BRCA1 expr up 3.5µM*, RORgamma inh 2.8µM*, FLuc modulator inconclusive and MLL CXXC-DNA inh 36%[activator].
`CCn1cc(C2C(C(=O)Nc3cc(C)ccn3)=C(C)NC3=C2C(=O)CC(C)(C)C3)c(C)n1` (stereo not given) gave NPC1 promoter act 0%, uPA generation -1%, MBNL1 CUG block -3%[11.5 µM], VP16 counter -10%, ELG1 genotox 1%, Rab9 promoter act -3%, p53 reactivator -8%, BRCA1 expr up -5%, RORgamma inh 6%, FLuc modulator 2% and MLL CXXC-DNA inh -5%.
Screening C=CCSc1nncn1/N=C/c1ccc(OC)cc1 returned NPC1 promoter act 2.8µM*, uPA generation -6%, MBNL1 CUG block 13%, VP16 counter inconclusive, ELG1 genotox 21µM*, Rab9 promoter act 2.2µM*, p53 reactivator inconclusive, BRCA1 expr up 2.2µM*, RORgamma inh 25%, FLuc modulator 6.7µM* and MLL CXXC-DNA inh -11%.
Screening Cc1cccc(NC(=O)CCc2nc3sc4c(c3c(=O)[nH]2)CCCC4)n1 returned NPC1 promoter act 12%, uPA generation inconclusive, ELG1 genotox -7%, Rab9 promoter act 7%, p53 reactivator -6%, BRCA1 expr up -6% and FLuc modulator -11%.
Screening CC1=C(C#N)C(c2cn(-c3ccccc3)nc2-c2cccs2)C(C#N)=C(C)N1 returned NPC1 promoter act -4%, uPA generation -3%, MBNL1 CUG block 2%, VP16 counter 2%, ELG1 genotox 0%, Rab9 promoter act -1%, p53 reactivator -7%, BRCA1 expr up -39%, RORgamma inh -1%, FLuc modulator 4% and MLL CXXC-DNA inh 21%.
Cc1cc(NCCCN2CCOCC2)n2ncc(-c3ccccc3)c2n1 was read as NPC1 promoter act 1µM*, uPA generation -5%, MBNL1 CUG block -5%, VP16 counter 0%, ELG1 genotox 9.2µM*, Rab9 promoter act 0.71µM*, p53 reactivator inconclusive, BRCA1 expr up inconclusive, RORgamma inh -25%, FLuc modulator 7.6µM* and MLL CXXC-DNA inh 1%.
Screening CCCCN(Cc1nc2ccccc2c(=O)[nH]1)C(=O)COc1ccc(F)cc1Cl returned NPC1 promoter act -5%, uPA generation 9%, ELG1 genotox 1%, Rab9 promoter act -5%, p53 reactivator 1%, BRCA1 expr up -9% and FLuc modulator 1%.
CCCn1c(CN(Cc2ccccc2)Cc2ccccc2)nc2c1c(=O)n(C)c(=O)n2C was read as NPC1 promoter act -1%, uPA generation 7%, MBNL1 CUG block -1%, VP16 counter inconclusive, ELG1 genotox -9%, Rab9 promoter act -1%, p53 reactivator -6%, BRCA1 expr up -52%, RORgamma inh -13%, FLuc modulator -12% and MLL CXXC-DNA inh 21%.
O=C(COC(=O)C1=COCCO1)Nc1c(F)cccc1F was read as NPC1 promoter act 0%, uPA generation -1%, ELG1 genotox 1%, Rab9 promoter act 2%, p53 reactivator 10%, BRCA1 expr up -1% and FLuc modulator 3%.

The final 2 compounds of the part above open the next one.
CCCn1c(CN(Cc2ccccc2)Cc2ccccc2)nc2c1c(=O)n(C)c(=O)n2C was read as NPC1 promoter act -1%, uPA generation 7%, MBNL1 CUG block -1%, VP16 counter inconclusive, ELG1 genotox -9%, Rab9 promoter act -1%, p53 reactivator -6%, BRCA1 expr up -52%, RORgamma inh -13%, FLuc modulator -12% and MLL CXXC-DNA inh 21%.
O=C(COC(=O)C1=COCCO1)Nc1c(F)cccc1F was read as NPC1 promoter act 0%, uPA generation -1%, ELG1 genotox 1%, Rab9 promoter act 2%, p53 reactivator 10%, BRCA1 expr up -1% and FLuc modulator 3%.
CCOc1ccc(Nc2c3c(nc4ncnn24)CC(C)CC3)cc1 (stereo not given) was read as NPC1 promoter act 0%, uPA generation 2%, MBNL1 CUG block -16%, VP16 counter -8%, ELG1 genotox -4%, Rab9 promoter act 5%, p53 reactivator 6%, BRCA1 expr up -7%, RORgamma inh -24%, FLuc modulator 4% and MLL CXXC-DNA inh 3%.
For O=C(O)c1ccc(NS(=O)(=O)c2ccc(Cl)cc2)cc1 the results were uPA generation 6%, MBNL1 CUG block -11%, VP16 counter -4%, BRCA1 expr up 1%, RORgamma inh inconclusive, FLuc modulator 6% and MLL CXXC-DNA inh -1%.
Screening CCOc1ccc(NC(=O)COC(=O)c2ncc(Cl)c(Cl)c2Cl)cc1 returned NPC1 promoter act -2%, uPA generation 15%, VP16 counter -10%, ELG1 genotox 2%, Rab9 promoter act -4%, p53 reactivator -1%, BRCA1 expr up -11%, RORgamma inh -24%, FLuc modulator 5% and MLL CXXC-DNA inh 6%.
`CC1CCCC(NC(=O)COC(=O)c2ccc3ncsc3c2)C1C` (stereo not given) gave NPC1 promoter act 1%, uPA generation -23%, ELG1 genotox 4%, Rab9 promoter act 15%, p53 reactivator 8% and BRCA1 expr up 7%.
Screening OCCC1CN(Cc2cc(F)ccc2F)CCN1CCCc1ccccc1 (stereo not given) returned NPC1 promoter act -2%, uPA generation -16%, MBNL1 CUG block 2%, VP16 counter 4%, ELG1 genotox -7%, Rab9 promoter act 0%, p53 reactivator -2%, BRCA1 expr up -18%, RORgamma inh -12%, FLuc modulator -2% and MLL CXXC-DNA inh -8%.
For O=C(O)C1OC(Oc2cc3oc(-c4ccccc4)cc(=O)c3c(O)c2O)C(O)C(O)C1O (stereo not given) the results were NPC1 promoter act 7%, uPA generation inconclusive, MBNL1 CUG block inconclusive, VP16 counter -26%, ELG1 genotox 3%, Rab9 promoter act 1%, p53 reactivator 14%, BRCA1 expr up 41%, RORgamma inh -4%, FLuc modulator -6% and MLL CXXC-DNA inh -7%.

Bioassay records deposited in PubChem BioAssay by National Center for Advancing Translational Sciences (NCATS).
